Assay outcomes: PubChem, several laboratories
SR-BI uptake up = activators of SR-BI mediated DiI-HDL uptake, primary screen, ldlA[mSR-BI] CHO cells, DiI fluorescence. hit rate 0.096% among 320,000. 3 h; 100 = double the neutral-control signal. activation, % at 12.5 µM;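 active means mean replicate activation of at least 60% and every replicate at or above 60%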;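 further: 0% = median plate neutral-control signal and 100% = twice that signal; values of inactives mirror those of a sister screen read the other way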
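System: LDL receptor-deficient CHO ldlA cells overexpressing murine SR-BI | Timing: 3 h uptake period with compound, 37 °C | Medium: HEPES-buffered (25 mM, pH 7.4) F12 plus 0.5% BSA | Dosing: Single-point compound dose | Signal: Bottom-read fluorescence, 550/595 nm | Read-out: Retained DiI signal reflecting DiI-HDL uptake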
RTF Ca sens inh = cardiac RTF calcium sensitivity inhibitors, primary screen, biochemical, IANBD-TnC fluorescence, EC70 calcium; Troponin I, cardiac muscle (Homo sapiens) + Troponin T, cardiac muscle (Homo sapiens) + …; IANBD-labeled cardiac RTF, Ca2+ fluorescence; inhibition, % at 7.15 µM; hit rate 0.12% among 340,000;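 active means inhibition above the mean inhibition of all tested compounds plus 3 SD, cut at about 17% in these data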;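 further: assay run at fixed EC70 calcium of 1.6 mM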
Arrestin-AP2 inh = inhibitors of beta-arrestin/AP2 binding, primary screen, biochemical, GPCR trafficking, flow cytometry | FITC-arrestin peptide / GST-AP2 beads; AP2 beta2 appendage carries R879A mutation | inhibition, % at 10 µM | hit rate 0.31% among 340,000;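 active means inhibition above a set limit, near 3 SD of compounds lacking own fluorescence, cut at about 54% in these data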;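 further: plate controls were DMSO wells for no effect and 5 µM unlabelled arrestin peptide for full effect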
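Test system: GST-tagged AP2 beta2-adaptin appendage (R879A) on 4 µm glutathione beads; also added: fluorescein-tagged arrestin peptide at 50 nM final; timing: 12 min plus 1 h, RT; signal: flow cytometry, FL1 (488/535 nm); read-out: percent drop in bead-associated FITC signal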
NSD2 inh = NSD2 histone methyltransferase inhibitors, primary screen, biochemical, AlphaScreen, single concentration, set 2; Histone-lysine N-methyltransferase NSD2 (Homo sapiens), O96028; inhibition, % at 12.5 µM; NSD2 peptide methylation, 120 min; hit rate 0.54% among 310,000; in the data active means inhibition above about 50%
LANA DNA inh = inhibitors of KSHV C-LANA binding to DNA, primary screen, biochemical, fluorescence polarization, FAM-LBS DNA, MBP-C-LANA, single point; Kaposi's sarcoma herpesvirus LANA C-terminal domain (residues 932-1162) DNA binding; inhibition, % at 9 µM; hit rate 0.078% among 340,000; AID 504423, 2011;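 active means highest replicate inhibition at or above 60% at 9 µM, even if other replicates fall short; inactive means all replicates below 60% inhibition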;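 further: 0% = neutral control wells and 100% = 4 µM acridine orange control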
DAGLB inhibitor = DAGLB lipase inhibitors, primary screen, biochemical, fluorescence, HTS. hit rate 0.059% among 340,000. HEK293T DAGLB membrane lysate, EnzChek fluorogenic substrate. inhibition, % at 5.17 µM; in the data active means inhibition above about 34%;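 further: 0% = enzyme with vehicle and 100% = wells lacking enzyme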
PvdQ acylase = P. aeruginosa PvdQ acylase inhibitors, primary screen, biochemical, fluorescence, plate reader and imaging, single point | PvdQ acylase [Pseudomonas aeruginosa LESB58] | purified PvdQ acylase | inhibition, % at 10 µM | hit rate 0.063% among 340,000 | AID 488965, 2010; in the data active means inhibition above about 30%, passing the limit was not always enough;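 further: 0% = vehicle neutral wells and 100% = reference inhibitor wells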
Keap1 Nrf2 FP = Keap1-Nrf2 protein-protein interaction inhibitors, primary screen, biochemical, fluorescence polarization, single point; AID 504523, 2011; Keap1 Kelch-Nrf2 peptide fluorescence polarization, 1536-well; hit rate 0.15% among 340,000; inhibition, % at 9.4 µM; in the data active means inhibition above about 12%;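 further: human Keap1 Kelch domain with fluorescein labeled Nrf2 9mer peptide probe; 0% = neutral control wells and 100% = peptide positive control; higher means more block of Keap1 binding to Nrf2 peptide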
PKA-R2B activ = activators of PKA-R2B holoenzyme, primary screen, biochemical, fluorescence polarization, Cy5-IP20, human. hit rate 0.079% among 340,000. cAMP-dependent protein kinase catalytic subunit beta (Homo sapiens) + cAMP-dependent …. activation, % at 11.4 µM. PKA-R2B holoenzyme dissociation; R2B truncated from residue 108, S112A mutant; 0% DMSO only, 100% 113 µM cGMP;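 active means activation above a cutoff set at the mean over all compounds plus 3 SD, cut at about 18% in these data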;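 further: higher means more holoenzyme dissociation and a rise in polarization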
Target sequence (P31323 whole entry, looked up, other chains not shown, the tested form may be a part): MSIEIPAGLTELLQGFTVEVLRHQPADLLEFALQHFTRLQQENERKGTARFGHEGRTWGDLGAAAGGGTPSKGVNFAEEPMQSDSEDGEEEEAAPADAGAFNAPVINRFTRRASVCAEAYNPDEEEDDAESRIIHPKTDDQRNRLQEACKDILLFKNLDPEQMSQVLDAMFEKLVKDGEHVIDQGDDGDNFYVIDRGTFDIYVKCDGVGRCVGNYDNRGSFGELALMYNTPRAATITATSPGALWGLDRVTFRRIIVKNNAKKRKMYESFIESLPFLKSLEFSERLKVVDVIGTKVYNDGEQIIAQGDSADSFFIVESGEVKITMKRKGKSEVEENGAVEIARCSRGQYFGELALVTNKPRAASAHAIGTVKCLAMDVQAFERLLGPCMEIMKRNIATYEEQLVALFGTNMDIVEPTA
SR-BI DiI inh = inhibitors of SR-BI mediated HDL lipid uptake, primary screen, ldlA[mSR-BI] cells, fluorescence, single point | Scavenger receptor class B member 1 (Mus musculus), Q61009 | ldlA[mSR-BI] CHO cells, DiI-HDL uptake fluorescence, 3 h | inhibition, % at 12.5 µM | hit rate 0.96% among 320,000 | AID 488896, 2010;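 active means mean replicate inhibition of at least 70% and a set share of replicates each scoring 70 or more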;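 further: 0% = median of neutral control wells and 100% = median of positive control wells; values of inactives mirror those of a sister screen read the other way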
Target sequence (Q61009 whole entry, looked up): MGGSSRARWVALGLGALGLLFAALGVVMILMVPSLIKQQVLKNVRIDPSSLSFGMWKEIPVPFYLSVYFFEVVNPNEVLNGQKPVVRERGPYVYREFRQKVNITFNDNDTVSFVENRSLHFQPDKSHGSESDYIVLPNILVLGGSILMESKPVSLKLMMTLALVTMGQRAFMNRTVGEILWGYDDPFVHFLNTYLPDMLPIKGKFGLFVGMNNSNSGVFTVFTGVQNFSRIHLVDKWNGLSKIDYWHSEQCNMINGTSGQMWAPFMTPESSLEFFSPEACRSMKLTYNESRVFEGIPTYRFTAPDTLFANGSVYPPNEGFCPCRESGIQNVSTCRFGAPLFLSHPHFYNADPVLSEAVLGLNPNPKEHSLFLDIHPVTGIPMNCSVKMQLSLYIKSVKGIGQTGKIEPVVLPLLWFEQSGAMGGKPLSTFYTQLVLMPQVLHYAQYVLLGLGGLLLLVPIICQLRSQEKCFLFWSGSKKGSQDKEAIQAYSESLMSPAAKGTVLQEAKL
* marks the source's active call; other numbers are inactive results; . = no result given.

Abbreviations – A = SR-BI uptake up; B = RTF Ca sens inh; C = Arrestin-AP2 inh; D = NSD2 inh; E = LANA DNA inh; F = DAGLB inhibitor; G = PvdQ acylase; H = Keap1 Nrf2 FP; I = PKA-R2B activ; J = SR-BI DiI inh
[1] NNC(=O)c1cccnc1Oc1ccccc1
  A: 44; B: -4; C: -6; D: -3; E: -2.2; F: -2; G: -3; H: 0; I: -7; J: -44

[2] Cc1ccc([N+](=O)[O-])cc1S(=O)(=O)Nc1ccc(C(=O)NCc2ccccn2)cc1
  A: -9; B: -22; C: -9; D: -1; E: 0.2; F: 5; G: -6; H: 3; I: -12; J: 9

[3] CCCCn1c(N)c(N(CCOC)C(=O)C2CCN(S(=O)(=O)c3ccc(C)cc3)CC2)c(=O)[nH]c1=O
  A: 34; B: 5; C: -3; D: .; E: -2.1; F: -2; G: 2; H: 0; I: -10; J: -34

[4] O=C(c1cnn2c1NC(c1ccc(Br)cc1)CC2C(F)(F)F)N1CCN(C23CC4CC(CC(C4)C2)C3)CC1 (stereo not drawn)
  A: -1; B: -2; C: 30; D: .; E: -0.7; F: -4; G: -2; H: 3; I: -7; J: 1

[5] COc1ccc(CN2CCN(Cc3c[nH]c4ccccc34)CC2)cc1
  A: -9; B: -11; C: 12; D: 10; E: -0.8; F: 1; G: -10; H: -4; I: -1; J: 9

[6] COc1ccc(S(=O)(=O)NCc2c(-c3ccccc3)noc2C)c(OC)c1
  A: 8; B: -6; C: -3; D: -1; E: 5.6; F: 0; G: -8; H: -3; I: 1; J: -8

[7] NC(=O)CC(NC(=O)Cc1cccc2ccccc12)c1ccc(NCCN2CCCC2)c([N+](=O)[O-])c1 (stereo not drawn)
  A: 25; B: 2; C: .; D: .; E: 0.7; F: 3; G: -16; H: -2; I: 1; J: -25

[8] COc1ccc(COc2cc(-c3cccc(OC)c3)nc3ccc(NC(C)=O)cc23)cc1
  A: -33; B: -9; C: 4; D: .; E: -0.4; F: -7; G: 3; H: 1; I: -8; J: 33

[9] O=C1[C@H]2[C@@H](c3ccc(F)cc3)N3C(=O)N(c4cccc(Br)c4)C(=O)[C@@]3(Cc3ccccc3)[C@H]2C(=O)N1C1CCCCC1
  A: 33; B: -3; C: -10; D: .; E: 0.1; F: -14; G: -10; H: 1; I: 4; J: -33

[10] COc1cc([N+](=O)[O-])ccc1-c1ccc(/C=C2\C(=O)ON=C2c2ccccc2)o1
  A: .; B: 6; C: 23; D: 5; E: -1.8; F: 2; G: 2; H: -3; I: -4; J: .

[11] Cc1ccc(OCCSc2nc3ccccc3n2CC(=O)O)cc1
  A: 8; B: -3; C: 10; D: -4; E: -2.6; F: 2; G: -4; H: 2; I: 9; J: -8

[12] O=C1CCCc2c1cc(-c1ccccc1)n2-c1ccc(O)cc1
  A: -33; B: 6; C: .; D: -1; E: 0.5; F: 5; G: 14; H: -1; I: 3; J: 33

[13] CCOC(=O)N/N=C(/C)c1cccc(-n2cnnn2)c1
  A: 6; B: 0; C: 23; D: -7; E: -0.8; F: -3; G: 7; H: -3; I: -14; J: -6

[14] O=C(OCCCN=C1NS(=O)(=O)c2ccccc21)c1ccccc1
  A: -7; B: -11; C: -10; D: 0; E: -0.4; F: -1; G: -16; H: 0; I: -3; J: 7

[15] O=C(/C=C/c1c(F)cccc1Cl)NCc1ccco1
  A: -27; B: 0; C: 3; D: 0; E: 2.9; F: -2; G: -17; H: -6; I: 0; J: 27

Abbreviations – A = SR-BI uptake up; B = RTF Ca sens inh; C = Arrestin-AP2 inh; D = NSD2 inh; E = LANA DNA inh; F = DAGLB inhibitor; G = PvdQ acylase; H = Keap1 Nrf2 FP; I = PKA-R2B activ; J = SR-BI DiI inh
[16] COc1ccc(CC(NC(C)=O)C(=O)NC2CCN(C(=O)NCc3ccccc3)CC2)cc1 (stereo not drawn)
  A: 9; B: 1; C: 8; D: -5; E: -1.1; F: 2; G: 6; H: -9; I: 1; J: -9

[17] COc1cccc(C(C(=O)NC(C)(C)C)N(C(=O)CCC(=O)Nc2cc(C)on2)C(C)C)c1OC (stereo not drawn)
  A: 8; B: -18; C: 1; D: 3; E: 0.5; F: 0; G: -8; H: 1; I: 3; J: -8

[18] CCCC(=O)Nc1ccc(NC(=O)C2CC2)cn1
  A: -23; B: -1; C: -5; D: -1; E: -0.1; F: 2; G: -8; H: -3; I: -5; J: 23

[19] COc1ccc2c(c1)C(C)=CC(C)(C)N2C(=O)CSc1nnc(-c2ccc(C)cc2)o1
  A: -67; B: -19; C: 2; D: -2; E: 0.4; F: -7; G: -5; H: -4; I: -1; J: 67

[20] O=C1c2ccccc2C(=O)N1CN(C(=O)c1ccccc1)c1ccc(O)cc1
  A: 12; B: 6; C: -6; D: -2; E: 0.4; F: -1; G: -11; H: 1; I: -5; J: -12

[21] O=C1Nc2ccccc2N(O)N1c1cc(-c2ccccc2)[nH]n1
  A: -16; B: -10; C: 23; D: 3; E: -1.3; F: 1; G: -7; H: -2; I: -3; J: 16

[22] COc1cc(OC)c2c(-c3cccc(-c4ccc(C(C)=O)cc4)c3)cc(=O)oc2c1
  A: -61; B: -2; C: 13; D: .; E: -0.5; F: -1; G: -12; H: -2; I: 0; J: 61

[23] CCCc1ccc(Oc2cc(N3CCOCC3)nc(-c3ccccc3)n2)cc1
  A: -14; B: -14; C: 12; D: -3; E: 0.3; F: -3; G: -7; H: 0; I: 14; J: 14

[24] CCC(=O)N1CCc2cc(Br)cc(S(=O)(=O)NCCN3CCCCC3C)c21 (stereo not drawn)
  A: -5; B: -10; C: 13; D: 4; E: 0.0; F: 3; G: -7; H: 4; I: -2; J: 5

[25] CCOC(=O)C(C)Oc1cccc2c(=O)n(CC(=O)NCc3ccc4c(c3)OCO4)ccc12 (stereo not drawn)
  A: -13; B: -13; C: -1; D: .; E: 0.2; F: -3; G: 4; H: 2; I: 4; J: 13

[26] Cc1nn(CC(=O)NC(C)c2ccccc2)c(C)c1[N+](=O)[O-] (stereo not drawn)
  A: 15; B: -5; C: 4; D: .; E: -1.1; F: 0; G: -10; H: 3; I: -13; J: -15

[27] CC(=O)[C@@]1(O)CCC2C3CC[C@H]4C[C@@H](O)CC[C@]4(C)C3CC[C@@]21C (stereo partly drawn)
  A: -6; B: -3; C: 0; D: -4; E: 1.1; F: 0; G: -30; H: -4; I: -11; J: 6

[28] O=S(=O)(Nc1cccc(S(=O)(=O)N2CCCC2)c1)c1cccc(Br)c1
  A: 14; B: -2; C: 16; D: 1; E: 0.1; F: 1; G: 0; H: 1; I: -5; J: -14

[29] CC(C)N1CCC(N2CCN(Cc3ccc(C#CC(C)(C)O)s3)CC2CCO)CC1 (stereo not drawn)
  A: 40; B: -5; C: 4; D: 0; E: 5.0; F: -2; G: 6; H: -1; I: -5; J: -40

[30] Cc1ccc(NC(=O)CCn2c(=O)[nH]c3ccsc3c2=O)cc1F
  A: -14; B: -21; C: -8; D: -10; E: -1.6; F: -1; G: -14; H: -5; I: 4; J: 14

An excerpt from above in order of the Arrestin-AP2 inh value, ascending.
Abbreviations – A = SR-BI uptake up; B = RTF Ca sens inh; C = Arrestin-AP2 inh; D = NSD2 inh; E = LANA DNA inh; F = DAGLB inhibitor; G = PvdQ acylase; H = Keap1 Nrf2 FP; I = PKA-R2B activ; J = SR-BI DiI inh
[27] CC(=O)[C@@]1(O)CCC2C3CC[C@H]4C[C@@H](O)CC[C@]4(C)C3CC[C@@]21C (stereo partly drawn)
  A: -6; B: -3; C: 0; D: -4; E: 1.1; F: 0; G: -30; H: -4; I: -11; J: 6

[26] Cc1nn(CC(=O)NC(C)c2ccccc2)c(C)c1[N+](=O)[O-] (stereo not drawn)
  A: 15; B: -5; C: 4; D: .; E: -1.1; F: 0; G: -10; H: 3; I: -13; J: -15

[23] CCCc1ccc(Oc2cc(N3CCOCC3)nc(-c3ccccc3)n2)cc1
  A: -14; B: -14; C: 12; D: -3; E: 0.3; F: -3; G: -7; H: 0; I: 14; J: 14

[28] O=S(=O)(Nc1cccc(S(=O)(=O)N2CCCC2)c1)c1cccc(Br)c1
  A: 14; B: -2; C: 16; D: 1; E: 0.1; F: 1; G: 0; H: 1; I: -5; J: -14

(more compounds)
Abbreviations – A = SR-BI uptake up; B = RTF Ca sens inh; C = Arrestin-AP2 inh; D = NSD2 inh; E = LANA DNA inh; F = DAGLB inhibitor; G = PvdQ acylase; H = Keap1 Nrf2 FP; I = PKA-R2B activ; J = SR-BI DiI inh
[31] Cc1n[nH]c(C)c1NC(=O)c1cc([N+](=O)[O-])ccc1Cl
  A: 15; B: -8; C: -3; D: -1; E: -0.7; F: -3; G: -10; H: 7; I: -2; J: -15

[32] Cc1cccc(Nc2nc(NCc3ccco3)nc(N3CCOCC3)n2)c1
  A: -33; B: -1; C: 18; D: 2; E: -0.7; F: -2; G: -4; H: -7; I: -4; J: 33

[33] O=c1/c(=C/c2ccccn2)sc2n1CN(c1ccccc1)CN=2
  A: -1; B: -6; C: -4; D: -3; E: 1.3; F: 1; G: -7; H: -5; I: 0; J: 1

[34] COc1ccc(NC(=O)C(NC(C)=O)C(=O)NCc2ccccc2)cc1 (stereo not drawn)
  A: 37; B: -2; C: -11; D: 0; E: -1.0; F: 0; G: -10; H: -1; I: -12; J: -37

[35] Cn1c(=O)c(C(=O)COc2ccc(C#N)cc2)c(N)n(Cc2ccccc2)c1=O
  A: -6; B: -4; C: 13; D: 5; E: 0.1; F: -1; G: -11; H: -6; I: 12; J: 6

[36] CSc1nc2ccc(NC(=O)C3CC(=O)N(Cc4ccco4)C3)cc2s1 (stereo not drawn)
  A: -18; B: -3; C: -4; D: 6; E: -1.7; F: 1; G: -2; H: 0; I: -3; J: 18

[37] COc1ccc(S(=O)(=O)Nc2cccc(-c3ccc4nncn4n3)c2)c(OC)c1
  A: 9; B: -7; C: 0; D: 1; E: -0.5; F: 1; G: -14; H: 2; I: -4; J: -9

[38] Cc1cccc(CS(=O)(=O)c2nnc([C@H](Cc3ccccc3)NC(=O)OC(C)(C)C)o2)c1
  A: -10; B: 4; C: 10; D: .; E: -0.2; F: 5; G: -2; H: -12; I: -9; J: 10
